# Screens deposited in PubChem BioAssay by several laboratories.
# PMI inhibition = human PMI inhibitors, high substrate, primary screen, biochemical, fluorescence intensity, high mannose 6-phosphate (AID 1220). recombinant PMI enzyme, coupled fluorescence intensity; higher % means a stronger effect. inhibition, % at 20 µM; hits with a dose series show IC50 in µM. hit rate 0.66% among 190,000
# PMI inhibitors = MPI enzyme activity inhibition – biochemical, fluorescence intensity, coupled assay, primary screen (AID 1209) | purified PMI enzyme, coupled fluorescence intensity; higher % means a stronger effect | inhibition, % at 20 µM; hits with a dose series show IC50 in µM | hit rate 0.42% among 190,000;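 also: plate controls were DMSO vehicle for no effect and wells lacking substrate for full effect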
# XIAP antagonists = XIAP antagonists, biochemical, IAP family, fluorescence polarization (AID 1018); XIAP BIR domain, fluorescence polarization peptide displacement; higher % means a stronger effect; displacement, % at 20 µM, or IC50 in µM where a hit was titrated; hit rate 0.007% among 200,000; in the data active = displacement above about 50%; also: a part of the inactive calls stands beside numbers as strong as those of hits
# ER stress rescue = protection against thapsigargin-triggered cell killing – 384-well, CSM14.1, ATP luminescence, primary screen (AID 1222). cellular ATP content (survival), % at 20 µM, or EC50 in µM where a hit was titrated. CSM14.1 thapsigargin-induced death rescue, ATP luminescence; higher % means a stronger effect. 190,000 tested, under 10 active;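 active = EC50 below 50 µM in the dose-response confirmation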;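 also: death triggered by thapsigargin at about 15 µM added after 2 h compound pretreatment; cell ATP read after overnight thapsigargin exposure of roughly 18 to 22 hours; normalized against plate controls of thapsigargin alone and 5% DMSO vehicle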
# Myeloid diff 2 = myeloid differentiation induction | hit rate 1% among 360,000 | calls only at 10 µM | ER-HoxA9 myeloid progenitors, lysozyme-GFP differentiation, flow cytometry;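 active = normalized GFP-positive differentiation at or above the plate's own cutoff, the solvent-only control mean plus 3 SD; inconclusive = no clear call, values can overlap the other calls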;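 also: cells exposed to compound for four days before flow analysis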
# LYP inhibition = inhibitors of LYP phosphatase, biochemical, fluorescence intensity, uHTS (AID 1779). recombinant LYP phosphatase, fluorescence intensity; higher % means a stronger effect. inhibition, % at 11.5 µM; hits with a dose series show IC50 in µM. hit rate 0.054% among 290,000;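 also: plate controls were vehicle with enzyme for no effect and no enzyme for full effect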
# TNAP activation fold = human TNAP enzyme activators, primary screen, biochemical, luminescent, no phosphate acceptor, uHTS (AID 1001). purified TNAP, luminescent activation assay, no phosphate acceptor; higher activation fold means a stronger effect. activation fold at 20 µM; hits with a dose series show EC50 in µM. hit rate 0.03% among 200,000; in the data active = activation fold from about 3, or a potency from the dose series; inactive = the rest, 99 in 100 with activation fold below about 1.6; also: many of its hits are not listed in these tables
# P. falciparum M17LAP = P. falciparum M17LAP inhibitors, primary screen, biochemical, fluorogenic H-Leu-NHMec substrate, 1536-well (AID 1619). hit rate 0.38% among 220,000. recombinant M17LAP, H-Leu-NHMec fluorogenic kinetic assay; higher % means a stronger effect. inhibition, % at 30 µM, or IC50 in µM where a hit was titrated;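 active = compound inhibiting the enzyme by more than half at any dose during confirmatory dose-response retesting; inconclusive = strong single-dose inhibitors picked by rank but not retested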;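 also: plate controls were full reaction with DMSO carrier for no effect and no enzyme background for full effect; strong numbers were not always called active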
# P. falciparum M1AAP = P. falciparum M1AAP inhibitors, biochemical, fluorogenic H-Leu-NHMec substrate, 1536-well (AID 1445). recombinant M1AAP, H-Leu-NHMec fluorogenic kinetic assay; higher % means a stronger effect. one-dose inhibition, % at 30 µM; IC50 in µM for titrated hits. hit rate 0.42% among 220,000;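 active = primary inhibition above the hit cutoff, then over 50% inhibition at one or more dose response concentrations, cut at about 23% in these data, passing the limit was not always enough; inconclusive = conflicting primary data, or primary hits not chosen for dose response; inactive = low primary inhibition, or under 50% at every dose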;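 also: plate controls were DMSO full reaction for no effect and no enzyme background for full effect; strong numbers were not always called active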
# Myeloid diff 2 GFP+ MAC1+ % = also measured in Myeloid diff 2; calls as there; GFP+ MAC1+ double positive, %; measured here: differentiation confirmed by MAC1 staining
# * marks the source's active call; other numbers are inactive results; i = inactive; ? = inconclusive; / = not tested or not shown; + = active, no number. Rule as the data show it, unless noted: active = inhibition above about 50%; inactive = the rest.
1) Cc1nc(SCc2ccc(OCCC(C)C)cc2)n[nH]1
2) O=C(Nc1ccc(-c2csc(Nc3cccc(C(F)(F)F)c3)n2)cc1)c1cc([N+](=O)[O-])cc(C(F)(F)F)c1
3) Cc1cc(NC(=O)CCN2C(=O)C3C4CCC(C4)C3C2=O)cc(C)c1Br (stereo not drawn)
4) Cc1cc(C)cc(-c2nnc(SCc3ccc(C(=O)O)cc3)o2)c1
5) COc1n[nH]c2nncnc12
6) COc1ccc2nc(C)cc(C(=O)O)c2c1
7) COC(=O)C1=C(C)NC(=O)CC1c1cc(Br)ccc1F (stereo not drawn)
8) CCn1c2ccccc2c2nnc(SCC(=O)Nc3ccc4c(c3)OCO4)nc21
9) Cn1c(-c2ccccc2)cnc1SCC(N)=O
10) C/C(N)=C(/C#N)C(=O)CSc1nc2cc(Cl)ccc2s1
entry no.	1	2	3	4	5	6	7	8	9	10
PMI inhibition	13%	/	29%	/	2%	0%	5%	6%	-4%	1%
PMI inhibitors	15%	/	16%	/	3%	-8%	6%	6%	-4%	6%
XIAP antagonists	-12%	/	-16%	-4.4%	-1.5%	-5.7%	-2.2%	-21%	-5.7%	-13%
ER stress rescue	1.2%	/	-2.3%	-1.6%	-0.4%	1.5%	/	0.7%	-0.9%	7.7%
Myeloid diff 2	i	i	i	i	i	i	i	i	i	i
Myeloid diff 2 GFP+ MAC1+ %	0.9	2.4	0.2	0.3	0.8	1.1	0.1	1.4	1.6	1.5
LYP inhibition	5%	10%	-1%	-3%	-4%	-8%	-1%	-1%	-14%	1%
TNAP activation fold	2	/	1	1.1	1	1.2	1.1	1	1	1.1
P. falciparum M17LAP	6%	2%	4%	18%	3%	-71%	0%	2%	9%	15%
P. falciparum M1AAP	13%	7%	0%	10%	3%	1%	9%	1%	0%	0%

# Record cards, as listed above:
# Cn1c(-c2ccccc2)cnc1SCC(N)=O reads PMI inhibition = -4%; PMI inhibitors = -4%; XIAP antagonists = -5.7%; ER stress rescue = -0.9%; Myeloid diff 2 = i; Myeloid diff 2 GFP+ MAC1+ % = 1.6; LYP inhibition = -14%; TNAP activation fold = 1; P. falciparum M17LAP = 9%; P. falciparum M1AAP = 0%
# COc1n[nH]c2nncnc12 reads PMI inhibition = 2%; PMI inhibitors = 3%; XIAP antagonists = -1.5%; ER stress rescue = -0.4%; Myeloid diff 2 = i; Myeloid diff 2 GFP+ MAC1+ % = 0.8; LYP inhibition = -4%; TNAP activation fold = 1; P. falciparum M17LAP = 3%; P. falciparum M1AAP = 3%
# Cc1cc(NC(=O)CCN2C(=O)C3C4CCC(C4)C3C2=O)cc(C)c1Br (stereo not drawn) reads PMI inhibition = 29%; PMI inhibitors = 16%; XIAP antagonists = -16%; ER stress rescue = -2.3%; Myeloid diff 2 = i; Myeloid diff 2 GFP+ MAC1+ % = 0.2; LYP inhibition = -1%; TNAP activation fold = 1; P. falciparum M17LAP = 4%; P. falciparum M1AAP = 0%

# Other entries.
11) Cc1cccc(C)c1NC(=O)N1CCN(C2CCCCC2)CC1
12) COc1ccc(S(=O)(=O)Nc2cccc(S(=O)(=O)N3CCCCCC3)c2)cc1
13) Cc1ccc(CC(=O)Nc2ccc(F)c([N+](=O)[O-])c2)cc1C
14) CCOC(=O)N1CCN(C(=O)C2COc3ccccc3O2)CC1 (stereo not drawn)
15) C/C(=N\NS(=O)(=O)c1ccccc1)c1ccc2c(c1)OCO2
16) CCS(=O)(=O)c1ccc(O)c(NC(=O)CCCC(=O)O)c1
17) O=C1CCCC2=C1C(c1ccncc1)n1c(nc3ccccc31)N2 (stereo not drawn)
18) Cc1ccc(C)c2c1[nH]c1ccc([N+](=O)[O-])cc12
19) COc1cc(CC(=O)NCc2ccc3c(c2)OCO3)cc(OC)c1OC
20) COc1ccc(C2CC(c3ccc(Cl)cc3)n3nc(N)nc3N2)cc1 (stereo not drawn)
entry no.	11	12	13	14	15	16	17	18	19	20
PMI inhibition	-11%	10%	3%	-5%	-3%	/	3%	1%	13%	9%
PMI inhibitors	-13%	20%	-6%	-5%	-1%	/	-8%	6%	8%	-1%
XIAP antagonists	-6.2%	-9.2%	-12%	-2.5%	-4.2%	/	-7.3%	1.8%	-6.7%	-1.8%
ER stress rescue	-3.5%	-2.0%	-3.1%	4.8%	-2.8%	/	-0.1%	-1.9%	-3.8%	-1.2%
Myeloid diff 2	i	i	i	i	i	i	i	i	i	i
Myeloid diff 2 GFP+ MAC1+ %	0.7	0.3	0.3	4.2	0.2	0.9	0.3	0.9	0.8	1.5
LYP inhibition	-7%	0%	-4%	-1%	-6%	-7%	-24%	2%	-3%	-3%
TNAP activation fold	1.1	1	1	1.1	1	/	0.8	1	1.1	1.1
P. falciparum M17LAP	2%	5%	-3%	-4%	-3%	19%	6%	9%	-7%	-2%
P. falciparum M1AAP	1%	3%	6%	10%	3%	0%	21%	1%	-5%	6%

# Quoted at random: 3 entries already listed
16) CCS(=O)(=O)c1ccc(O)c(NC(=O)CCCC(=O)O)c1
19) COc1cc(CC(=O)NCc2ccc3c(c2)OCO3)cc(OC)c1OC
12) COc1ccc(S(=O)(=O)Nc2cccc(S(=O)(=O)N3CCCCCC3)c2)cc1
entry no.	16	19	12
PMI inhibition	/	13%	10%
PMI inhibitors	/	8%	20%
XIAP antagonists	/	-6.7%	-9.2%
ER stress rescue	/	-3.8%	-2.0%
Myeloid diff 2	i	i	i
Myeloid diff 2 GFP+ MAC1+ %	0.9	0.8	0.3
LYP inhibition	-7%	-3%	0%
TNAP activation fold	/	1.1	1
P. falciparum M17LAP	19%	-7%	5%
P. falciparum M1AAP	0%	-5%	3%

# (listing goes on)
21) Cc1nn(-c2ccccc2)c(N2CCCC2)c1/C=N/Nc1ccc(S(N)(=O)=O)cc1[N+](=O)[O-]
22) O=C(O)c1cc(-c2ccc(/C=N/N3C(=O)C4C5C=CC(CC5)C4C3=O)o2)ccc1Cl (stereo not drawn)
23) Cc1ccsc1-c1nc(C(N)=O)c2[nH]c(=O)n(-c3ccc(Cl)cc3)c2n1
24) CC1CCN(S(=O)(=O)c2ccc(Br)s2)CC1
25) O=c1c(C(c2ccc(F)cc2)c2c(O)nc3n(c2=O)CCCS3)c(O)nc2n1CCCS2
26) CCS(=O)(=O)N1CCC(C(=O)NCc2cccnc2)CC1
27) CN1C(=O)CC(c2cn(Cc3ccccc3)c3ccccc23)C1=O (stereo not drawn)
28) COC(=O)c1c(C)[nH]c(-c2csc(N)n2)c1C
29) CC(=O)c1c(C)[nH]c(C(=O)CSc2nnc3ccccn23)c1C
30) Cc1ccc2[nH]c(=O)c(CN(CCCN3CCOCC3)C(=O)Nc3cccc(Cl)c3)cc2c1
entry no.	21	22	23	24	25	26	27	28	29	30
PMI inhibition	4%	10%	12%	8%	/	3%	/	-50%	-7%	-3%
PMI inhibitors	17%	-2%	5%	12%	/	5%	/	-36%	3%	11%
XIAP antagonists	-5.5%	-3.6%	-2.8%	-1.8%	/	0.0%	/	-4.5%	-8.8%	0.4%
ER stress rescue	1.2%	-0.5%	-4.4%	-1.1%	/	-1.0%	/	1.9%	-1.2%	-0.5%
Myeloid diff 2	i	i	i	i	i	i	+	i	i	i
Myeloid diff 2 GFP+ MAC1+ %	0.2	0.7	1.7	0.9	0.8	1.3	0.8*	0.5	0.3	1.0
LYP inhibition	-2%	0%	-2%	-8%	-4%	-9%	3%	-6%	-6%	-2%
TNAP activation fold	0.9	1.1	1.2	1.1	/	1.1	/	1.2	1	1.2
P. falciparum M17LAP	-2%	/	-12%	8%	7%	-4%	13%	12%	8%	-6%
P. falciparum M1AAP	7%	/	5%	4%	6%	-1%	-6%	13%	10%	?

31) CCCN1CCN(CCCNC(=S)Nc2ccc3nc(N4CCN(CC)CC4)cc(C)c3c2)CC1
32) CCN(CC)S(=O)(=O)c1ccc2c(c1)N(CC(=O)N(CCc1ccncc1)C(C)C)C(=O)CO2
33) CCOc1cc(N2CCOCC2)c(OCC)cc1NC(=O)c1c(-c2ccccc2Cl)noc1C
34) Cc1c(NC(=O)c2cc(=O)[nH]c3ccccc23)c(=O)n(-c2ccccc2)n1C
35) CCOc1ccc(CCNC(=O)COC(=O)c2cc(OC)cc(OC)c2)cc1OCC
36) Cc1ccc(C(=O)N/C(=C\c2ccco2)C(=O)NCC2CCCO2)cc1C (stereo not drawn)
37) O=C(CCC(=O)c1cccs1)OCC(=O)N1CCN(S(=O)(=O)c2ccccc2)CC1
38) O=C(NCCCn1ccnc1)C(=O)NCc1ccccc1
39) Cc1oc(CC(C)C)cc1C(=O)Nc1ccc(C(=O)O)cc1
40) CNC(=S)N/N=C/c1c(Cl)cccc1Cl
entry no.	31	32	33	34	35	36	37	38	39	40
PMI inhibition	19%	-7%	43%	7%	7%	-14%	4%	-4%	-7%	-2%
PMI inhibitors	8%	-4%	12%	7%	9%	-8%	6%	-4%	-10%	0%
XIAP antagonists	-9.3%	-6.8%	-9.8%	-15%	-5.7%	-7.3%	-3.7%	-4.2%	-4.5%	-3.2%
ER stress rescue	0.2%	3.1%	/	-1.0%	-2.6%	-0.9%	-0.3%	-2.7%	3.6%	-1.0%
Myeloid diff 2	i	i	i	i	i	i	i	i	i	i
Myeloid diff 2 GFP+ MAC1+ %	0.1	0.2	0.2	1.9	0.4	0.8	1.2	1.3	0.7	0.2
LYP inhibition	-3%	-8%	3%	-4%	-3%	-11%	-5%	-5%	0%	0%
TNAP activation fold	0.9	1	1.1	1.1	1.1	1.1	1.1	1.1	1.1	1
P. falciparum M17LAP	11%	2%	-13%	4%	3%	0%	5%	-16%	25%	4%
P. falciparum M1AAP	13%	-2%	13%	4%	7%	4%	3%	1%	4%	-1%

41) COc1ccc(OCC(=O)NNC(=O)c2ccc(-c3ccccc3)cc2)cc1
42) Cc1cc(C)nc(NC(=O)C(c2ccccc2)c2ccccc2)c1
43) Cc1cc(N2CCCCC2)nc2ccccc12
44) CC1(C)CN=C(NC2CCCCC2)S1
45) CS(=O)(=O)N1CCc2cc(S(=O)(=O)Nc3ccc4c(c3)OCCO4)ccc21
entry no.	41	42	43	44	45
PMI inhibition	8%	2%	2%	-5%	15%
PMI inhibitors	3%	5%	-8%	-4%	15%
XIAP antagonists	-2.6%	-1.2%	-2.3%	-1.2%	-5.7%
ER stress rescue	-1.0%	0.1%	0.6%	-2.4%	-2.1%
Myeloid diff 2	i	i	i	i	i
Myeloid diff 2 GFP+ MAC1+ %	1.1	0.6	0.2	1.5	6.3
LYP inhibition	-4%	-4%	-6%	-4%	0%
TNAP activation fold	1.1	1.1	1.1	1.1	1.1
P. falciparum M17LAP	6%	-12%	12%	5%	-7%
P. falciparum M1AAP	3%	-3%	12%	14%	11%
